# dFosB act: mouse delta FosB homodimer activation; purified delta FosB, TAMRA-CDK5 oligo fluorescence polarization; percent of positive-control signal above neutral wells; activation, % at 25 µM; 0.99% of 340,000 active; AID 493131;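 active = mean activation above about 17%, with every replicate also reaching it, limit read from the data, passing the limit was not always enough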;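 note: fluorescence polarization rise as delta FosB binds a TAMRA Cdk5 AP-1 oligo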
# Target sequence (P13346 whole entry, looked up): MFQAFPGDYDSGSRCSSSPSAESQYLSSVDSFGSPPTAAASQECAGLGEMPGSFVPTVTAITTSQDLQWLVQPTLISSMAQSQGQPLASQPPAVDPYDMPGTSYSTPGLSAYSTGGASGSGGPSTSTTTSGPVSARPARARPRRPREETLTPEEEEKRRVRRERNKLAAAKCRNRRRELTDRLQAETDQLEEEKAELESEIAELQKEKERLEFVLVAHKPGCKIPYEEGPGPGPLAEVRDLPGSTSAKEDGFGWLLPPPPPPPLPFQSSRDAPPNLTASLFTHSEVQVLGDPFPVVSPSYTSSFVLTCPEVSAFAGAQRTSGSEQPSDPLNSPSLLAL
# NSD2 inh: blocks human histone methyltransferase NSD2; O96028; NSD2 peptide methylation, AlphaScreen, 120 min; inhibition, % at 12.5 µM; 0.54% of 310,000 active; AID 743445; in the data active = inhibition above about 50%
# CAL PDZ FP-1: inhibitors of human CAL PDZ peptide binding; AID 602252; purified CAL PDZ, TMR-peptide fluorescence polarization, 1 h; inhibition, % at 24.9 µM; 0.92% of 300,000 active;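 active = mean inhibition of at least 30% with at least half of replicates also reaching 30%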;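 note: 0% = DMSO neutral control and 100% = excess unlabeled competitor peptide PRC23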
# SR-BI HDL uptake: inhibitors of mouse SR-BI mediated HDL lipid uptake; AID 488896; 0.96% of 320,000 active; Q61009; inhibition, % at 12.5 µM; ldlA[mSR-BI] CHO cells, DiI-HDL uptake fluorescence, 3 h;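 active = mean replicate inhibition of at least 70% and a set share of replicates each scoring 70 or more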;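 note: 0% = median of neutral control wells and 100% = median of positive control wells; values of inactives mirror those of a sister screen read the other way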
# MITF act: MITF TRPM1 promoter activation in melanoma cells; 0.75% of 300,000 active; AID 588334; activation, % at 12.5 µM; SK-MEL-5 TRPM1-promoter luciferase, 24 h; % of positive control, neutral wells = 0;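 active = mean activation of at least 80% with every replicate also reaching 80%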;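 note: 0% = neutral control wells and 100% = parthenolide positive control wells; values of inactives mirror those of a sister screen read the other way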
# CAL PDZ FP-2: human CAL PDZ-peptide interaction inhibition; AID 504414; 0.02% of 330,000 active; inhibition, % at 20 µM; purified CAL PDZ, TMR-peptide fluorescence polarization, 1 h; Q9HD26;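 active = highest replicate inhibition of at least 40%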;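 note: plate controls were DMSO neutral control wells for no effect and unlabeled competitor peptide control wells for full effect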
#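 Assay system – tagged CAL PDZ protein CerCALP, purified · Timing – 1 h at RT · Compound – single point, 20 µM · Measured by – fluorescence polarization from S- and P-plane intensities, G-factor corrected · Evaluation – inhibition from polarization loss · Probe or stimulus – TMR reporter peptide T*-PRC34 · Buffer or medium – pH 7.4 phosphate-saline buffer, reducing agent, detergent, IgG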
# SR-BI uptake up: SR-BI HDL lipid transfer activation; CHO ldlA[mSR-BI] cells, DiI-HDL uptake fluorescence, 3 h; 100 = double the neutral-control signal; activation, % at 12.5 µM; 0.096% of 320,000 active; AID 504775;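 active = mean replicate activation of at least 60% and every replicate at or above 60%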;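 note: 0% = median plate neutral-control signal and 100% = twice that signal; values of inactives mirror those of a sister screen read the other way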
#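 Test system: SR-BI-overexpressing, LDLR-lacking CHO cells. Measured by: DiI fluorescence, bottom read. Medium: Ham's F12 with 0.5% BSA, HEPES 25 mM, pH 7.4. Timing: 3 h uptake period with compound, 37 °C.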
# Rtt109 HAT inh: blocks Candida albicans Rtt109/Vps75 acetyltransferase activity | Q5AAJ8 | purified Rtt109/Vps75, ThioGlo CoA-SH fluorescence, 4 h | inhibition, % at 34.9 µM | 0.16% of 330,000 active | AID 540336;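 active = inhibition of at least 50% in every replicate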
# Target sequence (Q5AAJ8 whole entry, looked up): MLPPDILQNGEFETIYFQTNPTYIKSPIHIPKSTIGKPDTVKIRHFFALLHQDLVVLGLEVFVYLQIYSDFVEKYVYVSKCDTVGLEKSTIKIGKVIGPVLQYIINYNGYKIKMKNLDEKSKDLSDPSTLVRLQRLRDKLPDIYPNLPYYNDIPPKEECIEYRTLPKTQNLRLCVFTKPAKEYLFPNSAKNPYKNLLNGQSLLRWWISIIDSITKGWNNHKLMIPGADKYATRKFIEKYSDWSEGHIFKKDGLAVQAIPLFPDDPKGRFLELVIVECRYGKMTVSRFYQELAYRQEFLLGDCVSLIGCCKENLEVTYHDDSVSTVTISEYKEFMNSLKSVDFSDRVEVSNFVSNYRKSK
# PvdQ acylase: P. aeruginosa PvdQ acylase inhibition. purified PvdQ acylase, fluorescence plate reader. inhibition, % at 10 µM. 0.063% of 340,000 active; in the data active = inhibition above about 30%, passing the limit was not always enough;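 note: 0% = vehicle neutral wells and 100% = reference inhibitor wells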
# PfHsp90 set2: growth inhibition of yeast expressing Plasmodium Hsp90. AID 504621. S. cerevisiae expressing PfHsp90, BacTiter-Glo ATP, 48 h; yeast lacking PDR1 and PDR3 efflux regulators. inhibition, % at 9.4 µM. 0.32% of 310,000 active;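 active = every replicate shows inhibition above about 80%, whatever the replicate mean, limit read from the data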;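 note: 0% = DMSO neutral controls and 100% = 20 µM radicicol positive controls; yeast relying on Plasmodium falciparum Hsp90 in place of its own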
# The depositor's hits bear a star; . = no result given.
# Start of the data: the first 5 entries (preview)
# The line under a structure holds: dFosB act, NSD2 inh, CAL PDZ FP-1, SR-BI HDL uptake, MITF act, CAL PDZ FP-2, SR-BI uptake up, Rtt109 HAT inh, PvdQ acylase, PfHsp90 set2
- CN(C)c1nnnn1-c1ccc(Cl)cc1
→ 1, -1, -2, -11, 9, -0.6, 11, 1, -1, 23
- Cc1ccc(C2=NN(S(=O)(=O)c3ccccc3)C(c3ccccc3O)C2)cc1 (stereo unspecified)
→ -20, -1, -12, -23, -1, -4.6, 23, ., -8, 4
- C=CCc1c(Cl)nc(C)nc1NCc1ccccc1
→ -3, 1, ., ., 6, 0.0, ., 3, -12, 10
- CC1=NN(C(=S)Nc2ccccc2)C(c2ccccc2)C1 (stereo unspecified)
→ 1, -3, 5, 0, 2, -0.3, 0, 7, 2, 5
- O=C(N/N=C/C(Cl)=C\c1ccccc1)c1cnccn1
→ -14, 15, 1, -5, 27, -3.8, 5, 24, 11, -6

# All compounds of this part, previewed entries included:
# The line under a structure holds: dFosB act, NSD2 inh, CAL PDZ FP-1, SR-BI HDL uptake, MITF act, CAL PDZ FP-2, SR-BI uptake up, Rtt109 HAT inh, PvdQ acylase, PfHsp90 set2
- CN(C)c1nnnn1-c1ccc(Cl)cc1
→ 1, -1, -2, -11, 9, -0.6, 11, 1, -1, 23
- Cc1ccc(C2=NN(S(=O)(=O)c3ccccc3)C(c3ccccc3O)C2)cc1 (stereo unspecified)
→ -20, -1, -12, -23, -1, -4.6, 23, ., -8, 4
- C=CCc1c(Cl)nc(C)nc1NCc1ccccc1
→ -3, 1, ., ., 6, 0.0, ., 3, -12, 10
- CC1=NN(C(=S)Nc2ccccc2)C(c2ccccc2)C1 (stereo unspecified)
→ 1, -3, 5, 0, 2, -0.3, 0, 7, 2, 5
- O=C(N/N=C/C(Cl)=C\c1ccccc1)c1cnccn1
→ -14, 15, 1, -5, 27, -3.8, 5, 24, 11, -6
- CCOc1ccc(CCNC(=O)CS(=O)Cc2nc(-c3ccc(OC)c(OC)c3)oc2C)cc1OCC (stereo unspecified)
→ -2, 3, -1, 44, -9, -2.0, -44, 10, 3, -4
- O=S1(=O)N=C(N2CCN(Cc3ccccc3)CC2)c2ccccc21
→ 3, ., -2, 5, -6, 0.2, -5, 14, 14, -8
- COc1ccc(Nc2nnc(SC(C(=O)Nc3ccc(OC)c(Cl)c3)c3ccccc3)s2)cc1 (stereo unspecified)
→ -7, -1, -3, 17, 17, 0.7, -17, 1, 0, -21
- CC1(C)CC(=O)C2=C(C1)OC(N)=C(C#N)C2c1ccoc1 (stereo unspecified)
→ 3, -1, ., 17, -2, 0.0, -17, -2, -6, -2
- Cc1ccc(-n2ncc3c(NNC(=O)Cc4ccccc4)ncnc32)cc1
→ 0, 0, -2, 2, 8, -0.5, -2, -1, 7, 10
- COc1cccc(NC(=O)NNC(=O)C(C)Oc2ccc3ccccc3c2)c1 (stereo unspecified)
→ -11, -2, -2, -29, 6, -1.0, 29, 3, 1, 11
- CN(C#N)c1nccc(-c2cccs2)n1
→ -1, -7, 0, 4, 11, -1.9, -4, -7, -8, .
- C=CCNC(=O)COC(=O)c1ccc(Sc2nncn2C)c([N+](=O)[O-])c1
→ -2, 1, 2, -9, 6, -2.1, 9, 7, 9, -9
- Cc1[nH]nc2c1C(c1ccoc1)C(C#N)=C(N)O2 (stereo unspecified)
→ -2, -2, -2, 28, 7, 0.6, -28, -2, -10, 28
- CCCCCCSc1cc(-c2nc3cc(C)ccn3c2NCCCC)ccc1OC
→ 0, -2, 2, 42, -7, 0.8, -42, -5, -9, 20
- CCn1c(=O)c2sccc2n(CC(=O)NC2CCCC2)c1=O
→ 6, 0, -9, -15, 2, -2.1, 15, -3, -7, -23
- CC1Cc2ccccc2N1C(=O)C1CCCN(S(=O)(=O)c2cccc3cccnc23)C1 (stereo unspecified)
→ -6, ., ., 27, -19, -0.9, -27, 12, -7, -1
- CCN(c1ccccc1)S(=O)(=O)c1ccc(F)c(C(=O)O)c1
→ -5, 0, -3, 16, -4, -0.6, -16, -18, -10, 22
- Cc1ccc(NC(=O)CN2C(=O)c3ccccc3C2=O)cc1
→ 2, -5, -4, 13, ., -0.7, -13, -11, -5, 4
- O=[N+]([O-])c1cccc(-c2cnc3ccccc3n2)c1
→ -6, 0, 0, 0, 41, 0.8, 0, 1, -8, -12
- CSCC[C@H](NC(=O)N1CCn2c1nc1ccccc12)C(=O)NCC1CCCO1 (stereo partly specified)
→ -4, -1, 3, -13, 6, -0.6, 13, -5, -12, -30
- Cc1ccc(NC(=O)C(CC(C)C)NC(N)=O)cc1Cl (stereo unspecified)
→ -4, 0, -2, -4, 0, -3.1, 4, 3, -5, 14
- CCCCCCOC1(c2ccccc2)OC(=O)c2ccccc21 (stereo unspecified)
→ 1, -5, ., 7, 6, 0.0, -7, 4, 3, -8
- C=CCc1c(N(CC)CC)nc(C)[nH]c1=O
→ -4, 7, -1, -3, 4, -0.8, 3, -5, 1, 2
- COc1ccc(NC(=O)C2CCC(C(C)(C)C)CC2)cc1S(=O)(=O)N1CCOCC1 (stereo unspecified)
→ -7, 1, -7, 12, -11, -1.5, -12, -9, 6, 6
- COc1cc(C2C3=C(COC3=O)Oc3cc4c(cc32)OCO4)cc(OC)c1O (stereo unspecified)
→ -6, 6, -9, -3, -34, -1.9, 3, 8, -4, 9
- Cc1ccc(C)c(NC(=S)NNC(=O)c2csc3c2CCC(C)C3)c1 (stereo unspecified)
→ 5, 7, -1, -5, -3, -2.1, 5, 14, -18, -9
- Cc1[nH]nc2c1C1(C(=O)Nc3ccc([N+](=O)[O-])cc31)C(C#N)=C(N)O2 (stereo unspecified)
→ 1, 0, 10, -10, ., 1.3, 10, 2, 2, 7
- CCOCCN1CCN(c2c(C)c(C)nc3cc(-c4cc(OC)cc(OC)c4)nn23)CC1
→ 15, ., -2, 40, 31, -1.3, -40, -5, 2, 12
- O=C(CN1CCN(c2ccccc2F)CC1)NC(=O)NCc1ccccc1
→ 0, 2, 0, -27, 7, -2.9, 27, -3, 15, -10

# Reformatted: 3 of the compounds above
COc1ccc(NC(=O)C2CCC(C(C)(C)C)CC2)cc1S(=O)(=O)N1CCOCC1 (stereo unspecified)
  dFosB act: -7; NSD2 inh: 1; CAL PDZ FP-1: -7; SR-BI HDL uptake: 12; MITF act: -11; CAL PDZ FP-2: -1.5; SR-BI uptake up: -12; Rtt109 HAT inh: -9; PvdQ acylase: 6; PfHsp90 set2: 6

CSCC[C@H](NC(=O)N1CCn2c1nc1ccccc12)C(=O)NCC1CCCO1 (stereo partly specified)
  dFosB act: -4; NSD2 inh: -1; CAL PDZ FP-1: 3; SR-BI HDL uptake: -13; MITF act: 6; CAL PDZ FP-2: -0.6; SR-BI uptake up: 13; Rtt109 HAT inh: -5; PvdQ acylase: -12; PfHsp90 set2: -30

COc1cc(C2C3=C(COC3=O)Oc3cc4c(cc32)OCO4)cc(OC)c1O (stereo unspecified)
  dFosB act: -6; NSD2 inh: 6; CAL PDZ FP-1: -9; SR-BI HDL uptake: -3; MITF act: -34; CAL PDZ FP-2: -1.9; SR-BI uptake up: 3; Rtt109 HAT inh: 8; PvdQ acylase: -4; PfHsp90 set2: 9

# Further structures:
# The line under a structure holds: dFosB act, NSD2 inh, CAL PDZ FP-1, SR-BI HDL uptake, MITF act, CAL PDZ FP-2, SR-BI uptake up, Rtt109 HAT inh, PvdQ acylase, PfHsp90 set2
- COc1cc(C=O)ccc1OCc1ccncc1
→ 0, 3, -3, -20, -1, -3.0, 20, ., 1, -10
- COc1ccccc1Nc1nc(N)nc(CN2CCc3ccccc3C2)n1
→ -5, -2, ., -17, ., -0.9, 17, 7, -12, -8
- CC(=O)Nc1ccc(NC(=O)c2cc(=O)c3cc(C)cc(C)c3o2)cc1
→ 2, 0, 0, 15, 0, -2.1, -15, -2, 1, 15
- Cc1ccc([N+](=O)[O-])cc1N/C=C1\CCCCC1=O
→ -6, -7, -4, 14, 41, 0.6, -14, 6, -6, 0
- CCOc1ccc(N(C)S(=O)(=O)c2ccc(-c3ccc(=O)[nH]n3)s2)cc1
→ -8, 1, -3, 13, 1, -2.5, -13, 14, 7, 2
- CCCCCCCCCCCCCCCC[N+](C)(C)CCN(Cc1ccc(OC)cc1)c1ncccn1
→ -176, ., -4, -28, -103, -0.9, 28, 88*, 4, 106*
- CCOC(=O)c1ccc(NC(=S)NC(=O)COc2ccccc2)cc1
→ 9, 1, -1, -23, -1, -0.8, 23, -14, -5, -19
- C=CCn1c(SCC(=O)NC(=O)NC2CCCC2)nnc1C1CCCCC1
→ -8, 2, -5, 12, 5, -0.3, -12, 3, -16, -7
- Cc1ccc(C)c(C(=O)N2CCN(c3ncccn3)CC2)c1
→ -4, -2, 8, 8, -10, -0.7, -8, 15, 3, 24
- COc1cc(OC)cc(C(=O)NCCC(c2ccccc2)c2ccccc2)c1
→ -11, -1, -4, ., -8, -0.8, ., 0, 9, -7
- C=CCn1c(=O)c2ccccc2n2c(SCC(=O)NCc3cccs3)nnc12
→ -10, -1, 0, 0, 4, -0.6, 0, -1, -31, 4
- COc1ccc(CCNC(=O)C2CC3Cn4c(nc5cc(Cl)c(Cl)cc54)C3N2C)cc1 (stereo unspecified)
→ -4, ., -2, 3, 6, -0.2, -3, -6, -24, 3
- COc1cccc(C2CCCN2Cc2nc(-c3cnccn3)no2)c1 (stereo unspecified)
→ -3, -2, -4, ., -2, -1.2, ., -4, -3, 0
- COc1ccc(NC(=O)CSc2nnc(NC(=O)c3ccc(S(=O)(=O)N4CCOCC4)cc3)s2)cc1
→ 4, -1, ., -22, 3, 0.3, 22, 3, 2, -24
- C/C(=N/NC(=O)CNC(=O)CCc1ccccc1)c1ccc(Cl)cc1
→ 1, 15, -2, 4, ., -0.6, -4, 6, 1, -1
- Cc1cc(Br)cc2c(C(=O)Nc3c(C)n(C)n(-c4ccccc4)c3=O)cc(-c3cccs3)nc12
→ -17, ., -2, 59, -10, -1.2, -59, -12, -12, -10
- CCOc1ccc(CN2CCN(Cc3cccn3-c3ncccn3)CC2CCO)cc1 (stereo unspecified)
→ -10, 3, 0, ., 19, -2.4, ., -7, -12, 19
- c1ccc2c(c1)cnc1ccccc12
→ -9, -3, -3, 1, 21, -0.3, -1, -4, -6, -13
- CC(C)OCCCNC(=O)c1ccc2c(c1)NC(=O)c1ccccc1S2
→ -13, -1, -23, ., -18, ., ., 1, -15, -57
- O=C(CCN1CCN(Cc2ccccc2)CC1)NNC(=O)Nc1cccc([N+](=O)[O-])c1
→ -11, 0, 4, -13, -3, -1.1, 13, 0, -4, 24
- Cc1ccc(N2CC(C(=O)N3CCOCC3)CC2=O)cc1C (stereo unspecified)
→ -4, 4, ., ., -8, -0.7, ., -5, -4, -6
- O=C(N/N=C/c1ccccc1O)c1cccc2ccccc12
→ 4, -3, 1, 51, ., -1.7, -51, -1, 0, -15
